From PubChem
MITF primary = MITF inhibitors, primary screen, biochemical, AlphaScreen, human; Microphthalmia-associated transcription factor (Homo sapiens), O75030; AlphaScreen MITF homodimerization, bead proximity signal; inhibition, % at 2.6 µM; 650,000 compounds, 0.91% hits; AID 1259374, 2018; in the data active means inhibition above about 50%;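 further: 0% = vehicle wells with protein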
TEAD-YAP block = TEAD-YAP interaction inhibition, primary screen, TEAD-YAP interaction inhibitor project, luminescence, HEK-TIYL cells | TEAD-Gal4/YAP UAS-luciferase luminescence | inhibition, % at 9.12 µM | 640,000 compounds, 1.4% hits | AID 1259422, 2018; in the data active means inhibition above about 32%;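 further: 0% = median of test compound wells and 100% = reference inhibitor wells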
FBW7 act = FBW7 E3 ligase activators, primary screen, biochemical, AlphaScreen, human; normalized activity (activation), % at 26.1 µM; F-box/WD repeat-containing protein 7 (Homo sapiens), Q969H0; AID 1259310, 2017; AlphaScreen FBW7–phospho-cyclin E peptide binding, activator screen; 650,000 compounds, 0.13% hits; in the data active means normalized activity above about 1.9%;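 further: purified mutant Fbw7 with reduced substrate affinity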
Target sequence (Q969H0 whole entry, looked up): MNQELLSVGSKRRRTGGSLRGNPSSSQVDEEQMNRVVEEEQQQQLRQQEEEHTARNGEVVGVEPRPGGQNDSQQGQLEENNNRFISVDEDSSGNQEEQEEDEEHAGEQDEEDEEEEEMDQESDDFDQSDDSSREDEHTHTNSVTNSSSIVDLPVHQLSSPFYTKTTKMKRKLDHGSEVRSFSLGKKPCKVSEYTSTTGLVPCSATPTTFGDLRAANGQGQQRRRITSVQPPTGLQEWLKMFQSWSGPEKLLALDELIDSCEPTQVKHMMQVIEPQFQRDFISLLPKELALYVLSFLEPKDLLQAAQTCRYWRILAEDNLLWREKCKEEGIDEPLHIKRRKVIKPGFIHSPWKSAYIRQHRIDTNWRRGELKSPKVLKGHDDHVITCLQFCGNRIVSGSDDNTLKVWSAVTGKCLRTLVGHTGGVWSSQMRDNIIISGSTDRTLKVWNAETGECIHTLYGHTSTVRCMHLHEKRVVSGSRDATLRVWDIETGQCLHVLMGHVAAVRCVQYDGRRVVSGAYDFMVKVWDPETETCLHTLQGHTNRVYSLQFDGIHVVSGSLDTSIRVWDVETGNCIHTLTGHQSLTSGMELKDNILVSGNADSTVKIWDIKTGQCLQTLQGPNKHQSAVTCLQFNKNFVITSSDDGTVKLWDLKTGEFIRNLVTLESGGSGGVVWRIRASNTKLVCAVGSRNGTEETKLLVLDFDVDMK
GPR151 activ = activators of human GPR151, primary screen, cell-based, PathHunter beta-arrestin, luminescence; G-protein coupled receptor 151 (Homo sapiens), Q8TDV0; PathHunter beta-arrestin GPR151 cells; AID 1508602, 2020; 650,000 compounds, 1% hits; activation, % at 11.2 µM; in the data active means activation above about 4.9%;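 further: 0% = median of compound wells and 100% = cells with positive control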
Target sequence (Q8TDV0 whole entry, looked up): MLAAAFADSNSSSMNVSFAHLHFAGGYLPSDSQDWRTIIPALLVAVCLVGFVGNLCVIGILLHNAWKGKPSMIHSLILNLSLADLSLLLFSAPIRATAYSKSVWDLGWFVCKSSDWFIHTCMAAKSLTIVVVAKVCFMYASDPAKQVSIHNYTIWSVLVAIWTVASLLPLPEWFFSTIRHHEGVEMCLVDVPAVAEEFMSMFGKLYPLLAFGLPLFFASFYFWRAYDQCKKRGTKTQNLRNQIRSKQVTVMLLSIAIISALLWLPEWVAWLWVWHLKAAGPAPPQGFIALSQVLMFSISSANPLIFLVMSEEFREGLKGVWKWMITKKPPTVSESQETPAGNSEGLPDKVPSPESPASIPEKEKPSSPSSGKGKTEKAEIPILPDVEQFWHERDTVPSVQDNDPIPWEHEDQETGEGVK
Active calls of the source: *. This is a random part of the collection. About 3.4% of those tested had a hit in this group.

SMILES	MITF primary	TEAD-YAP block	FBW7 act	GPR151 activ
O=C(CSc1nc2ccsc2c(=O)n1-c1cccc(Cl)c1Cl)NCCc1ccccc1	-7.3	-12.3	0.7	-1.2
CCOC(=O)c1c(-c2ccccc2)csc1NC(=O)COc1ccc([N+](=O)[O-])cc1	0.0	-13.0	-0.1	-0.3
CN1C(=O)/C(=C/c2ccc(C(F)(F)F)cc2)Sc2ccc(C(=O)O)cc21	1.1	1.7	-0.1	0.2
CCCC(c1nnnn1C(C)(C)C)N1CCN(c2ccc(OC)cc2)CC1 (configuration not stated)	-1.8	7.5	0.1	0.1
O=C(Cc1ccccc1)NN1C(=O)/C(=C/c2ccc(O)cc2)SC1=S	17.7	-3.3	0.8	-1.0
COc1ccc(OC)c(Nc2nc(NCC3CCCO3)c3ccccc3n2)c1 (configuration not stated)	7.8	17.5	-0.2	-0.1
CCC(=O)Nc1ccc(N2CCN(C(=O)c3ccc(Cl)cc3)CC2)cc1	6.7	10.4	0.2	2.1
CCCCc1ccc(-c2nc(C=Nc3ccc(OC)cc3)c(O)o2)cc1	6.2	12.4	0.0	1.0
O=C(c1nnn(-c2ccccc2)c1CSc1ncccn1)N1CCN(c2ccccc2F)CC1	-7.2	5.3	0.1	-0.3
O=C(Cn1cncn1)N1CCN(c2ccc(F)cc2)CC1	11.4	-2.0	0.0	2.5

Three entries out of the list, ordered by SMILES length, largest number first:
SMILES	MITF primary	TEAD-YAP block	FBW7 act	GPR151 activ
CCOC(=O)c1c(-c2ccccc2)csc1NC(=O)COc1ccc([N+](=O)[O-])cc1	0.0	-13.0	-0.1	-0.3
CN1C(=O)/C(=C/c2ccc(C(F)(F)F)cc2)Sc2ccc(C(=O)O)cc21	1.1	1.7	-0.1	0.2
CCC(=O)Nc1ccc(N2CCN(C(=O)c3ccc(Cl)cc3)CC2)cc1	6.7	10.4	0.2	2.1

(further entries)
SMILES	MITF primary	TEAD-YAP block	FBW7 act	GPR151 activ
O=C(CCN1CCCCC1)c1ccc2c(c1)OCCO2	12.9	11.1	0.1	0.4
Cn1c(=O)c2c(SCC(=O)NCC3CCCO3)nc(-c3cccs3)nc2n(C)c1=O (configuration not stated)	3.0	3.5	0.8	-0.2
CCOCCC(=O)Nc1cc(C)cc(C)c1	0.7	6.0	0.0	0.5
COc1ccc(C(=O)N=c2sc3c(OC)ccc(OC)c3n2C)c(OC)c1	-0.3	4.6	-0.1	0.6
CN(C)c1ncc(CN2CCC(N3CCC(C(=O)N4CCCC4)CC3)CC2)s1	5.2	0.3	-0.1	1.4
O=C1c2cccnc2C(=O)N1Cc1ccc(S(=O)(=O)NCc2ccccn2)cc1	28.7	3.1	-0.5	0.3
Cc1ccc(NC(=O)CSc2nc3cc(C(=O)NCCCOC(C)C)ccc3c(=O)n2Cc2ccco2)cc1	5.9	-7.0	0.0	-1.1
Cc1ccc2nc(-c3ccc(N4C(=O)CC(N5CCN(CCOCCO)CC5)C4=O)cc3)sc2c1 (configuration not stated)	-5.9	-0.5	0.4	0.6
Cc1ccccc1CSc1nc2ccccc2c(=O)n1CCC(=O)NCCc1ccccc1	-6.1	0.7	0.0	-0.4
CCS(=O)(=O)NCC(c1ccco1)S(=O)(=O)c1ccc(Cl)cc1 (configuration not stated)	-5.5	-0.5	0.0	-0.1
O=C(c1ccc2c(=O)n(CCC3=CCCCC3)c(=S)[nH]c2c1)N1CCCCCC1	0.8	-9.5	-0.1	-0.8
COc1cccc2cc(-c3csc(N/N=C/c4ccc(N(C)C)cc4)n3)c(=O)oc12	-6.4	-11.7	-0.2	-1.0
Oc1c(C(Nc2cccnc2)c2cccs2)ccc2cccnc12 (configuration not stated)	3.3	26.6	-0.2	0.9
COc1ccccc1NCC(=O)n1ccc(C)n1	19.9	-9.4	0.4	0.6
CCOC(=O)C(=O)N1CCc2nc3cccc(C)n3c(=O)c2C1	14.3	-0.6	-0.1	-0.6
O=[N+]([O-])c1cccc(COc2ccc(CO)cc2Br)c1	6.4	-52.6	0.0	1.8
COCCNC(=O)/C(C#N)=C/c1cc(C)n(-c2ccc(C)c(C)c2)c1C	10.4	-40.6	0.0	-0.2
Nc1[nH]c(=O)[nH]c(=O)c1N=Nc1ccc(C(=O)O)cc1	15.2	1.9	0.0	-1.2
COc1ccc(NC(=O)c2ccc(C)c(I)c2)c(OC)c1	-3.7	-27.0	-0.1	0.3
COCCn1c(C)cc(C(=O)CSc2nc3ccccc3s2)c1C	15.1	-21.6	0.5	0.0

Quoted from the listing (two entries):
SMILES	MITF primary	TEAD-YAP block	FBW7 act	GPR151 activ
O=C(CSc1nc2ccsc2c(=O)n1-c1cccc(Cl)c1Cl)NCCc1ccccc1	-7.3	-12.3	0.7	-1.2
CCOC(=O)c1c(-c2ccccc2)csc1NC(=O)COc1ccc([N+](=O)[O-])cc1	0.0	-13.0	-0.1	-0.3

Full records, looked up by structure. Order of values: MITF primary, TEAD-YAP block, FBW7 act, GPR151 activ
COc1cccc2cc(-c3csc(N/N=C/c4ccc(N(C)C)cc4)n3)c(=O)oc12 reads -6.4, -11.7, -0.2, -1.0
CCOC(=O)C(=O)N1CCc2nc3cccc(C)n3c(=O)c2C1 reads 14.3, -0.6, -0.1, -0.6
Nc1[nH]c(=O)[nH]c(=O)c1N=Nc1ccc(C(=O)O)cc1 reads 15.2, 1.9, 0.0, -1.2
COCCn1c(C)cc(C(=O)CSc2nc3ccccc3s2)c1C reads 15.1, -21.6, 0.5, 0.0

The results go on.
SMILES	MITF primary	TEAD-YAP block	FBW7 act	GPR151 activ
O=C(Cc1cccs1)NCc1cccnc1	3.8	-11.0	0.1	-0.6
CCCCSc1nc2sc(C)c(C)c2c(=O)n1-c1ccccc1	-10.3	-9.0	0.1	1.0
CC(=O)NNC(=O)C1OC2OC3(CCCCC3)OC2C2OC3(CCCCC3)OC12 (configuration not stated)	-5.5	6.2	0.6	-0.4
O=C(OCCNC(=O)c1cc2ccccc2oc1=O)c1cccnc1	-1.3	-1.0	-0.2	1.0
CC1CCCCC1N1C(=O)C2C(C(=O)Nc3ccc(Cl)cc3)C3C=CC2(O3)C1C(=O)NC1CCCCC1 (configuration not stated)	-18.2	-5.5	0.0	2.3
O=C(c1ccccc1Cl)n1cc(Cl)cn1	-9.1	5.2	0.2	2.0
COc1ccc(-c2cn3ccc(C)cc3n2)cc1F	7.3	78.7*	0.1	-9.0
O=C(Nc1nnc(-c2ccc(Cl)cc2)o1)c1ccccc1Br	3.5	1.9	-0.1	2.1
COc1cc(-c2cc(Nc3ccc4cn[nH]c4c3)ncn2)cc(OC)c1OC	2.6	-5.9	0.0	-0.1
O=C(Nc1ccc(-c2ccncn2)c(F)c1)C1COc2ccccc2O1 (configuration not stated)	18.6	-22.6	0.0	0.4
O=C(COc1ccc([N+](=O)[O-])cc1)Nc1ccccc1N1CCOCC1	-4.4	-1.9	-0.1	0.0
O=C(CC1=CCCCC1)NCC1CC(Cc2cccc(F)c2)=NO1 (configuration not stated)	6.3	1.7	0.2	2.1
COC(=O)c1sc2nc(-c3ccccc3)cc(-c3ccc(OC)cc3)c2c1N	-2.5	-29.5	-0.1	0.7
FC(F)(F)c1cccc(CNc2nc(N3CCc4ccccc4C3)nc3c2ncn3-c2ccccc2)c1	-7.5	-4.1	0.0	-0.5
CC(C)(CO)CN1CCCC(C(=O)Nc2ccc(-c3cccc(F)c3)cc2)C1 (configuration not stated)	-7.7	-4.3	-0.2	-0.3
N#CC(Cl)Cc1ccc([N+](=O)[O-])cc1 (configuration not stated)	7.4	13.6	0.7	-0.7
CC(Oc1ccc(Cl)cc1Cl)C(=O)NCCOC(=O)Nc1ccc(Cl)cc1 (configuration not stated)	0.4	6.1	0.0	-0.1
O=C(Nc1ccc2oc(-c3cc(Br)ccc3Cl)nc2c1)c1cccc(I)c1	9.9	-2.6	0.2	-0.3
O=C1NCCN(Cc2c(F)cccc2Cl)C1CC(=O)N1CCC(O)CC1 (configuration not stated)	-6.2	5.6	-0.1	0.0
COC(=O)C1=C(C)N(C)C(C)=C(C(=O)OC)C1c1cccc(OC)c1OC	-5.8	-1.5	-0.1	0.8
O=C(Cn1c(=O)[nH]c2ccsc2c1=O)NC1CCCc2ccccc21 (configuration not stated)	0.6	0.8	0.0	1.0
COC(=O)c1ccc2c(=O)n(Cc3ccc(C(=O)NC4CCCCCC4)cc3)c(=S)[nH]c2c1	-10.3	-6.7	-0.1	6.0*
CCOC(=O)C1CCCN1S(=O)(=O)c1ccccc1 (configuration not stated)	4.0	0.1	-0.1	0.9
Cc1cccn2c(=O)c3cc(C(=O)N4CCN(C)CC4)c(=N)n(CC4CCCO4)c3nc12 (configuration not stated)	10.0	4.0	0.0	1.6
O=C1N/C(=C/c2cccc(Br)c2)C(=O)N1c1ccccc1	-5.0	-9.2	0.1	0.5
Cc1ccc(-c2csc(SCc3ccc(C(=O)NC(C)C)o3)n2)c(C)c1	-6.8	11.2	0.1	-0.3
O=C(OCc1cccc([N+](=O)[O-])c1)c1ccc(I)cc1	-6.7	-7.0	0.0	-0.5
Oc1ccc(-c2nccnc2NCc2cccs2)cc1	-7.0	3.5	-0.2	-1.3
CC(=O)Nc1ccc(Nc2cc(C)nc(N3CCN(Cc4ccc5c(c4)OCO5)CC3)n2)cc1	3.6	4.9	-0.1	-0.5
COc1cc(NC(=O)CSc2ncccc2-c2nc3ccccc3[nH]2)cc(OC)c1	18.0	1.8	0.0	-2.5
O=C(NNC(=O)C1CC2CCC1C2)c1sc2ccccc2c1Cl (configuration not stated)	18.4	-37.2	0.0	-0.8
CCOC(=O)c1ccc(Nc2ncnc(N)c2[N+](=O)[O-])cc1	10.4	-5.9	-0.2	0.0
CCOC(=O)c1[nH]c2ccc(C)cc2c1NC(=O)CN(C)C	13.4	4.4	0.1	0.8
O=C(c1cnccn1)N1CCc2c([nH]c3ccccc23)C1c1cccc(Cl)c1 (configuration not stated)	1.1	-11.6	-0.1	2.0
COc1ccc(CCN(Cc2cc3ccc(C)cc3n3nnnc23)C(=O)N(C)C)cc1OC	8.6	1.1	0.1	0.8
CCC1=NN2C(=N)/C(=C/c3ccc(OC(C)c4ccccc4)cc3)C(=O)N=C2S1 (configuration not stated)	-15.7	5.0	0.2	2.3
Cc1cccc(N2CCN(C(=O)c3cnn4c(C)c(Cc5ccccc5F)c(C)nc34)CC2C)c1 (configuration not stated)	0.9	1.6	-0.1	0.3
CC1Cc2ccccc2N1C(=O)COC(=O)Cn1cnc2ccccc21 (configuration not stated)	2.0	12.7	0.0	1.1
COc1ccc(C2CC(c3ccccc3)=NN2C(=S)Nc2ccccc2)cc1OC (configuration not stated)	-6.6	-8.9	-0.2	0.6
Cc1ccc(NC(=O)N2CCCC2C(=O)Nc2ccccc2C)cc1 (configuration not stated)	0.4	-0.4	6.3*	0.2
CN1C(=O)c2ccc(NC(=O)C34CC5CC(CC(C5)C3)C4)cc2C1=O	2.2	1.8	0.0	-0.4
COc1ccc(N2C(N)=C(C#N)C(c3cccc([N+](=O)[O-])c3)C3=C2CCCC3=O)cc1 (configuration not stated)	-6.8	-7.9	-0.1	-1.5
O=C(Nc1ccc(F)cc1)c1scc2c1CCCC2	-18.3	-20.4	-0.1	-3.6
CCCCOc1cc(Br)c(CNC(CC)CO)cc1OC (configuration not stated)	0.2	-8.6	0.9	-0.8
Cc1onc(-c2c(Cl)cccc2Cl)c1C(=O)NCC#N	-3.3	9.4	-0.2	2.6
CCOC(=O)C1=C(C)NC(=O)NC1c1cc(Br)ccc1OC (configuration not stated)	5.7	11.7	0.1	-0.7
CCCCNc1nc(-c2ccc([N+](=O)[O-])cc2)nc2ccccc12	9.8	-3.5	0.2	-1.5
c1coc(CN2CCc3nnc(C4CCCO4)n3CC2)c1 (configuration not stated)	8.0	-5.6	0.0	1.3
CCN(CC)CC(=O)NC(C)c1ccccc1 (configuration not stated)	-12.3	3.3	0.0	0.9
COc1ccc(C2Nc3ccccc3C(=O)N2c2ccc(Cl)cc2)cc1Cn1nnc2ccccc21 (configuration not stated)	-1.8	-84.7	-0.3	-2.8

Carrying on.
SMILES	MITF primary	TEAD-YAP block	FBW7 act	GPR151 activ
CCOc1cc(C2C(C(=O)OC(C)C)=C(C)NC3=C2C(=O)CC(c2ccc(Cl)cc2)C3)cc(Cl)c1O (configuration not stated)	-16.7	15.0	0.0	-0.3
O=C(C1CCCO1)N1CCOc2ccc(CN3CCc4sccc4C3)cc2C1 (configuration not stated)	-1.2	-2.0	-0.1	-0.6
COCCn1c(=O)[nH]c2cc(C(=O)O)ccc2c1=O	9.0	1.3	0.0	0.8
CN1/C(=C\C(=O)COC(=O)Cc2ccsc2)C(C)(C)c2ccccc21	0.7	0.8	0.2	-0.5
Cc1ccc2c(c1)C(c1ccccc1)N(C(=O)COc1ccccc1)CC(=O)N2 (configuration not stated)	2.5	5.2	0.0	0.0
O=c1c2c([N+](=O)[O-])cc([N+](=O)[O-])cc2nc2ccccn12	25.4	4.7	0.2	-0.8
CN(C)c1ccc(C2N3CC4(C)CN2CC(C)(C3)C4=O)cc1 (configuration not stated)	12.5	9.3	-0.1	0.3
CC(=O)Nc1cccc(Oc2ccc3c(c2)C(=O)N(CCC(=O)O)C3=O)c1	3.6	-3.8	0.0	-0.4
Cn1c2c(c3ccccc31)CC/C2=N\OC(=O)CCl	0.9	-19.1	0.0	0.8
COC(=O)C1Cc2ccccc2CN1C(=S)NCCN1CCOCC1 (configuration not stated)	15.0	0.3	0.4	0.9
CCCOc1ccc(S(=O)(=O)NCCCl)cc1	6.0	1.1	-0.3	1.4
O=C(O)COCC(=O)N1CCN(c2ccccc2F)CC1	9.7	5.1	-0.2	0.5
